# Mtb UGM inh: blocks M. tuberculosis UGM enzyme | purified UGM, fluorescence polarization probe displacement | inhibition, % at 10 µM | hit rate 0.06% among 320,000; in the data active = inhibition above about 10%, passing the limit was not always enough; inconclusive = no clear call, values can overlap the other calls
# Target sequence (P9WIQ1 whole entry, looked up): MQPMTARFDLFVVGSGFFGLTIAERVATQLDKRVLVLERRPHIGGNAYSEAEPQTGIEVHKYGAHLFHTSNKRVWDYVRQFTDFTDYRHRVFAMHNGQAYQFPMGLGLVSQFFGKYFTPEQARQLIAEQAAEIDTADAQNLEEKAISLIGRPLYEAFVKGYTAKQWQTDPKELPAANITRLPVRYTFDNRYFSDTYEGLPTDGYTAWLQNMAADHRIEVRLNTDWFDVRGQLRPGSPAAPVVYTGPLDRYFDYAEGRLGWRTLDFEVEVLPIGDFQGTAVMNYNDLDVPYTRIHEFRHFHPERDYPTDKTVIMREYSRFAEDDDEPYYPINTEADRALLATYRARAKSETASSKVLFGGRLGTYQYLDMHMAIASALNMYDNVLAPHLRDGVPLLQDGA
# FBA Mtb inh: inhibits M. tuberculosis FBA enzyme; AID 588726; hit rate 2.3% among 360,000; purified M. tuberculosis FBA, fluorescence read-out; P9WQA3; inhibition, % at 1 µM; in the data active = inhibition above about 27%;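 note: 0% = vehicle and 100% = reference inhibitor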
# Target sequence (P9WQA3 whole entry, looked up): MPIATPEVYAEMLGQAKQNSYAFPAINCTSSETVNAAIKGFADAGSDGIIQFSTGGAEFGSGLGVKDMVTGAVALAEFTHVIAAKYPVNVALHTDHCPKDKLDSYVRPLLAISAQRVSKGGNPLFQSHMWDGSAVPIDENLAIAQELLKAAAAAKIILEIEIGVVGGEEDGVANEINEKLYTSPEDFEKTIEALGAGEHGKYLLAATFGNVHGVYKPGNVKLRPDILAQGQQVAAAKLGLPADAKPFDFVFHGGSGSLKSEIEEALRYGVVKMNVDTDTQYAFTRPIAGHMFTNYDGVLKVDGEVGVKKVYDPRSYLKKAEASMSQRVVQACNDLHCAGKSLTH
# Mtb BioA inh: BioA (M. tuberculosis) enzyme inhibition | purified M. tuberculosis BioA enzyme, plate reader | inhibition, % at 9.99 µM | hit rate 0.096% among 360,000; in the data active = inhibition above about 40%; inconclusive = no clear call, values can overlap the other calls
# Y pestis TopoI: Y. pestis Topo-I inhibition via cleavage products; Y. pestis Topo-I cleavage product accumulation, plate reader; activity, % at 10 µM; hit rate 0.064% among 360,000; in the data active = activity above about 50%, passing the limit was not always enough; inconclusive = no clear call, values can overlap the other calls; note: inactives centre near 2
# TcdB inh: inhibitors of Clostridioides difficile toxin B glycohydrolase | TcdB glycohydrolase enzymatic assay, plate reader | inhibition, % at 9.99 µM | hit rate 0.24% among 350,000; in the data active = inhibition above about 10%
# GDH-TPI counter: counter-screen for M. tuberculosis FBA inhibitors: GDH-TPI coupled enzymes; hit rate 1.2% among 360,000; AID 588335; inhibition, % at 4.8 µM; GDH-TPI coupled enzyme counterscreen, NADH absorbance; in the data active = inhibition above about 30%;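 note: 0% = DMSO wells and 100% = wells lacking the enzyme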
# FadD28 FP inh: blocks FadD28 binding to the bisubstrate probe; fluorescence polarization; inhibition, % at 12.5 µM; hit rate 0.22% among 360,000; AID 588549; in the data active = inhibition above about 8.5%, passing the limit was not always enough; inconclusive = no clear call, values can overlap the other calls
# PfHsp40 rescue: compounds rescuing yeast from Plasmodium falciparum HSP40 toxicity; AID 504582; growth rescue, % at 12.5 µM; S. cerevisiae expressing PfHsp40, growth rescue, ATP luminescence; hit rate 0.68% among 340,000; in the data active = growth rescue above about 28%, passing the limit was not always enough; inconclusive = no clear call, values can overlap the other calls;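 note: yeast W303a lacking pdr1 and pdr3 grown in galactose medium; growth measured after three days at 30 °C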
# Vc quorum ag: quorum light induction in luxS cqsA deficient V. cholerae | V. cholerae BH1578 lux reporter, luminescence, 6 h | activation, % at 18.7 µM | hit rate 0.16% among 350,000; in the data active = activation mostly above about 9.7%, no sharp cut-off; inconclusive = no clear call, values can overlap the other calls; inactive = mostly below about 3.7%; note: not every result past the cut was called active; inactives centre near 0; reference of the scale not given here
# Active calls of the source: *; i = inactive; u = inconclusive; x = no result given.
SMILES,Mtb UGM inh,FBA Mtb inh,Mtb BioA inh,Y pestis TopoI,TcdB inh,GDH-TPI counter,FadD28 FP inh,PfHsp40 rescue,Vc quorum ag
Cc1[nH]c2ccccc2c1C(=O)C(=O)NC1CC(=O)N(c2ccc(F)cc2)C1 (configuration not stated),-0.3,-2,2.4,-4,1.4,7,-3.8,-1.2,i
CCN(CC)C(=O)c1c[nH]c2ccc(S(=O)(=O)Nc3cc(C)cc(C)c3)cc2c1=O,0.5,5,-5.7,4,x,2,-6.8,u,-0.4
CCCCC(CC)C(=O)Nc1ccc(Cl)cn1 (configuration not stated),0.3,1,-0.8,7,x,4,-1.7,-0.2,-12
CCOCCCNC(=O)Cc1ccc(Br)cc1,-1.1,-1,x,-5,x,18,-0.5,-0.7,-0.3
Cc1ccc(C)c(OC(=O)CN2C(=O)c3ccccc3C2=O)c1,0.1,1,0.2,-3,1.4,6,0.1,0.8,i
Cc1ccc(C)c(N=C2NC(=O)CS2)c1,-0.5,-1,-2.3,-4,x,-9,-0.4,-1.5,-0.4
Cc1ccc(C(=O)c2ccc(N3CCN(C)CC3)c([N+](=O)[O-])c2)cc1,2.9,-4,x,2,x,18,-1.2,-1.3,-0.2
CCOc1ccc(C(C)C)cc1S(=O)(=O)n1ccnc1C,0.8,-1,-1.4,14,1.2,2,0.1,1.7,0.8
COc1ccc(CCNC(=O)C(=O)Nc2ccc3nc4n(c(=O)c3c2)CCCCC4)cc1OC,0.5,-5,-2.7,-5,1.7,1,-1.9,-0.4,-0.6
Cc1ccsc1CN(C)c1ncnc2ccc(-c3ccoc3)cc12,x,18,0.8,1,0.4,29,-2.9,x,i
CCOC(=O)C1=NN(c2ccc(OC)cc2)C2C(=O)N(c3ccccc3OC)C(=O)C12 (configuration not stated),-1.4,-2,x,-6,0.7,12,-1.5,-0.5,-1.4
O=C(Cc1ccccc1)Nc1ccc(S(=O)(=O)N2CCCC2)cc1,x,2,-0.3,2,0.5,3,-3.1,0.2,-0.2
C=CCn1c(SCC(=O)Nc2ccc(C(=O)OCC)cc2)nnc1-c1sc(N)nc1C,-2.9,2,1.0,-1,x,8,-3.1,0.6,0.5
O=C(NC1CC2CCCC(C1)N2S(=O)(=O)c1ccccc1)c1ccccc1 (configuration not stated),-1.8,0,x,0,x,3,-0.4,-0.2,-0.3
CN(C)S(=O)(=O)c1cccc(COC(=O)C2=COCCO2)c1,-1.2,2,-1.5,4,x,2,0.3,0.3,0.0
CC1CCCCN1C(=O)CN1C(=O)NC2(CCCCC2C)C1=O (configuration not stated),1.2,0,-1.8,4,1.7,5,-2.2,0.0,0.7
CC(=O)N=Nc1[nH]c(N)c2ccccc12,-1.1,-1,-1.9,-8,-0.3,6,-2.7,0.2,6.7
Cn1c(N)c(C(=O)c2ccc(Cl)cc2)c(=O)n(C)c1=O,-1.3,1,x,6,0.9,11,-4.3,-0.1,-0.3
O=C(NCc1cccnc1)c1ccc(-c2cc3ccccc3oc2=O)cc1,-0.2,54*,x,-6,-0.2,16,-1.1,0.0,-0.8
COC(=O)c1c(NC(=O)C2CC=CCC2C(=O)O)sc(C(N)=O)c1C (configuration not stated),1.1,0,2.1,-2,x,-2,-2.9,1.3,i
CC(=O)N1CCOc2ccc(S(=O)(=O)N3CCCC(C)C3)cc21 (configuration not stated),3.3,1,1.0,0,2.6,1,0.1,-2.1,0.9
COc1ccc(N2C(=O)CC(C)(C)CC2=O)cc1OC,3.7,-2,x,-2,1.0,-7,0.2,0.5,i
c1nc(NCCN2CCOCC2)c2sc3nc(N4CCOCC4)c4c(c3c2n1)CCC4,1.1,1,1.5,3,0.7,5,-4.3,-0.6,5.0
Cc1cc(C)n(-c2ccc(C(=O)NCC(c3ccco3)N3CCCC3)cc2)n1 (configuration not stated),0.4,3,-1.5,-2,0.3,8,1.5,-0.8,-3.1
Cc1noc(C)c1S(=O)(=O)N(C)C[C@H]1Oc2c(NC(=O)NC3CCCCC3)cccc2C(=O)N([C@H](C)CO)C[C@@H]1C,1.7,-1,-2.6,14,1.8,1,-1.9,-0.3,i
Cc1cc(NS(=O)(=O)c2ccc(NC(=O)CCSc3ccc(F)cc3)cc2)nc(C)n1,1.6,1,x,-3,0.1,-3,0.6,0.2,i
Cc1ccc(C(=O)Nc2ccc(N3CCOCC3)c3nonc23)cc1[N+](=O)[O-],-0.8,-1,1.5,-3,-0.7,6,3.2,1.0,-0.3
O=C(CCCCCN1C(=O)c2cccc3cccc(c23)C1=O)NCCCO,0.6,33*,0.6,3,1.4,18,1.1,-0.3,0.4
COc1ccc(CC(=O)NNC(=O)c2ccccc2)cc1OC,0.1,3,-4.0,-1,1.1,-7,-2.6,-1.8,-0.7
CCc1nc2ccccc2c(=O)n1-c1ccccc1OC,3.8,0,3.4,4,1.0,0,-0.8,-1.1,0.8
Cc1ccc(S(=O)(=O)n2cc(CO)c3ccccc32)cc1,x,2,1.5,-1,1.8,-1,-3.0,0.4,-0.2
CCN1C(=O)[C@H]2[C@@H](c3ccc(OC)cc3)N[C@]3(CCCN(Cc4ccc(C)cc4)C3=O)[C@H]2C1=O,x,-1,-0.4,4,0.2,-3,0.0,x,i
O=C(NCCc1ccc(Cl)cc1Cl)c1ccc2nc[nH]c2c1,-0.1,1,11,4,-11,5,-7.5,-0.3,i
CCOC(=O)c1oc2ccccc2c1CN1CCOCC1,-2.9,-4,0.2,-3,x,-5,0.0,0.3,i
COc1ccccc1NC(=O)Cc1cccs1,0.6,2,-0.8,-1,x,7,-1.0,0.5,0.3
O=C(C1=C(O)C(=O)N(CCN2CCOCC2)C1c1cccc(Br)c1)c1cccs1 (configuration not stated),-0.1,2,-0.9,-4,-6.0,10,0.4,x,-0.9
O=c1c(Cc2ccccc2)c(O)ccn1C1CCCCCCC1,1.3,4,x,-7,1.0,4,-1.7,1.0,-0.7
COc1ccc(C(=O)C2CCCN(S(=O)(=O)c3cccnc3)C2)c(C)c1 (configuration not stated),-0.7,0,3.8,6,0.6,2,-0.7,-0.8,-0.5
COc1ccc(CCNC(=O)C2CCN(C(=O)c3ccc(F)cc3)CC2)cc1OC,0.0,0,-0.1,0,-0.5,3,-1.0,-1.1,0.4
CN(CC(=O)NCc1ccco1)S(=O)(=O)c1ccc2c(c1)n(C)c(=O)c(=O)n2C,1.0,1,1.1,0,x,2,-1.5,0.1,-0.1

# Fetched by structure from the entries so far, six records:
SMILES,Mtb UGM inh,FBA Mtb inh,Mtb BioA inh,Y pestis TopoI,TcdB inh,GDH-TPI counter,FadD28 FP inh,PfHsp40 rescue,Vc quorum ag
O=C(NCCc1ccc(Cl)cc1Cl)c1ccc2nc[nH]c2c1,-0.1,1,11,4,-11,5,-7.5,-0.3,i
Cc1ccc(C)c(OC(=O)CN2C(=O)c3ccccc3C2=O)c1,0.1,1,0.2,-3,1.4,6,0.1,0.8,i
COc1ccc(CCNC(=O)C(=O)Nc2ccc3nc4n(c(=O)c3c2)CCCCC4)cc1OC,0.5,-5,-2.7,-5,1.7,1,-1.9,-0.4,-0.6
CCOCCCNC(=O)Cc1ccc(Br)cc1,-1.1,-1,x,-5,x,18,-0.5,-0.7,-0.3
CC(=O)N1CCOc2ccc(S(=O)(=O)N3CCCC(C)C3)cc21 (configuration not stated),3.3,1,1.0,0,2.6,1,0.1,-2.1,0.9
Cc1ccc(C(=O)c2ccc(N3CCN(C)CC3)c([N+](=O)[O-])c2)cc1,2.9,-4,x,2,x,18,-1.2,-1.3,-0.2

# More structures follow.
SMILES,Mtb UGM inh,FBA Mtb inh,Mtb BioA inh,Y pestis TopoI,TcdB inh,GDH-TPI counter,FadD28 FP inh,PfHsp40 rescue,Vc quorum ag
CCN(CC)CCN1C2=C(C(=O)CC(C)(C)C2)C(c2cccc(F)c2)C2=C1CC(C)(C)CC2=O,-0.1,83*,x,-6,1.7,14,-1.2,-0.8,i
CC(=O)c1c(C)[nH]c(C(=O)Nc2ccc3c(c2)OCCO3)c1C,-0.1,1,16,-2,x,5,0.0,-0.6,i
CC(c1ccccn1)N(CCN(C)C)C(=S)Nc1cccc(F)c1 (configuration not stated),4.8,1,1.5,9,x,6,1.7,-1.8,2.2
O=C(Nc1nnc(-c2ccco2)o1)c1ccc(Br)s1,x,-3,0.3,2,0.6,18,-0.9,x,-0.5
COc1cccc(C(=O)C2CCCN(Cc3cn(CC(N)=O)c4ccccc34)C2)c1 (configuration not stated),2.4,5,3.5,6,1.3,3,-1.1,1.4,i
CC(Oc1ccccc1)C(=O)N/N=C/c1ccccn1 (configuration not stated),2.5,1,x,-8,x,-2,-0.6,-1.3,-0.2
O=C(COc1ccc(F)cc1)N(Cc1cccc(Br)c1)C1CCS(=O)(=O)C1 (configuration not stated),-0.9,2,3.8,24,2.3,1,-2.0,0.0,-0.5
COc1cc2nc(CN3CCN(C(C)=O)CC3)[nH]c(=O)c2cc1OC,2.3,0,x,0,0.0,-3,0.9,-1.5,-0.6
COCC1CCN(C(=O)C2CCC(=O)N(Cc3ccc(Cl)cc3)C2)CC1 (configuration not stated),-1.2,0,0.0,-4,-0.8,5,-2.3,0.8,-1.0
CC(=O)c1c(C)nc(-c2ccc(OCC(=O)Nc3ccc(F)cc3)cc2)n1O,-0.1,-1,-0.7,6,0.4,9,-0.8,-1.1,-0.6
COc1ccc(-n2c(C)cc(C(=O)CN3C(=O)NC4(CCCc5sccc54)C3=O)c2C)cc1 (configuration not stated),-2.6,4,x,-3,x,10,0.6,1.0,0.0
CCCOC(=O)c1ccc(Nc2nc(C)cc(=O)[nH]2)cc1,-1.3,2,x,7,x,14,-3.5,-0.8,i
O=C(NCc1ccc(Cl)cc1)c1cccc(NC2=NC3CS(=O)(=O)CC3S2)c1 (configuration not stated),-0.3,-5,-0.5,1,-6.5,5,-4.3,-0.2,i
CS(=O)(=O)N1CCCCC1c1cc(C(=O)Nc2ccccc2Cl)no1 (configuration not stated),x,2,0.3,-10,-2.0,10,1.1,x,0.6
CCS(=O)(=O)c1ccc(O)c(NC(=O)Nc2ccccc2)c1,2.5,0,-1.5,4,x,8,0.3,-0.1,-1.8
C/C(=N/NC(=O)c1ccco1)c1ccc(NC(=O)c2ccc(F)cc2)cc1,0.0,-3,x,3,x,16,-3.0,-0.4,0.0
Cc1cc2nc3c(nc2cc1C)C1(C(=O)N(C)C)CCC3(C)C1(C)C (configuration not stated),2.7,3,-1.2,10,x,9,0.1,-0.9,x
Cc1csc(NC(=O)c2ccc(S(C)(=O)=O)cc2)n1,3.7,0,x,-1,1.2,3,-3.3,-1.1,i
O=C(CN1C(=O)c2cccc([N+](=O)[O-])c2C1=O)N1CCN(S(=O)(=O)c2ccccc2)CC1,-2.3,-1,-0.7,1,-1.4,1,1.9,-1.3,-0.8
Cc1ccc(N(CC(=O)Nc2cc(C)cc(C)c2)S(=O)(=O)c2c(C)noc2C)cc1,-1.7,-2,-0.9,17,1.4,4,-2.0,1.6,0.9
CCCNC(=O)CSc1n[nH]c(=O)n1CCc1ccccc1,2.7,2,0.6,-6,0.7,-2,0.3,0.3,-0.7
CCOC(=O)C(C)n1nc(C)c2sc3ccccc3c2c1=O (configuration not stated),-0.6,3,0.4,9,x,5,-3.6,-1.6,-3.3
Cc1ccccc1OC(C)C(=O)N1CCN(c2ccccn2)CC1 (configuration not stated),0.7,5,0.1,9,-6.1,2,-0.4,-2.3,1.7
O=C(Nc1c(F)cc(F)cc1F)c1cccn(Cc2ccccc2)c1=O,3.1,4,x,1,2.1,22,-1.4,2.3,-0.5
COc1ccc(CN=CC2=C(O)CNC2=O)cc1OC,1.0,6,0.7,-7,x,3,-0.5,0.0,0.5
O=C(OCc1ccccc1F)c1cnc(Cl)c(Cl)c1,-1.1,-4,-0.8,2,0.0,-4,0.7,0.0,-0.3
COc1ccccc1CCNC(=O)CSc1nnc2ccc(-c3ccncc3)nn12,-0.6,1,-0.4,2,0.7,15,0.1,-0.6,i
